Screening data from PubChem BioAssay.
FXIIa inh = blocks human coagulation factor XIIa activity; purified human FXIIa, AMC substrate fluorescence, 2 h; inhibition, % at 10 µM; P00748; actives 0.2% (n = 33,000); in the data active = inhibition above about 30%;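 also: 0% = enzyme with vehicle only and 100% = no enzyme blank; many of its hits are not listed in these tables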
Target sequence (P00748 20-372 limits assumed): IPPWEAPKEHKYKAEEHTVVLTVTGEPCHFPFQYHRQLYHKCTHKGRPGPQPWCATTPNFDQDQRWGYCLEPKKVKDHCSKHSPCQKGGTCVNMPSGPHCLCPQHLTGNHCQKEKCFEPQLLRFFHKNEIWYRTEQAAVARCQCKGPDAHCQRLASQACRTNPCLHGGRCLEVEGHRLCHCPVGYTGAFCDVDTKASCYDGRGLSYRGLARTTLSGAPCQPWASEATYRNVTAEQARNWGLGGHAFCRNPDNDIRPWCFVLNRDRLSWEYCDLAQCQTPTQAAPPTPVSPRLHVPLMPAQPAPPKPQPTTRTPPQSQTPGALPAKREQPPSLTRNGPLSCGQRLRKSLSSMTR
Target sequence (P00748 373-615 limits assumed): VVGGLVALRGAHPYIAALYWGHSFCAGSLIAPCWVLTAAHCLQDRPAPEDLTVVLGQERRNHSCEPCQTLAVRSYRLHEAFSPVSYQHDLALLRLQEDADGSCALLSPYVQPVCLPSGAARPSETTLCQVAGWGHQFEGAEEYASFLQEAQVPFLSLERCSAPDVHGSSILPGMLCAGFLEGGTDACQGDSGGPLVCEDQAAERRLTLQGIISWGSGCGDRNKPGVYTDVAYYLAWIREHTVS
FXIa inh = inhibitors of human coagulation factor XIa. P03951. inhibition, % at 10 µM. purified human FXIa, fluorogenic AMC substrate cleavage. actives 0.3% (n = 33,000). AID 687;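 active = inhibition above 40% in the primary screen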;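 also: 0% = enzyme without compound and 100% = blank wells lacking enzyme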
An asterisk follows results filed as active. Not all compounds are listed; count on the stated rates, not on these rows.

SMILES	FXIIa inh	FXIa inh
CCOC(=O)c1[nH]c2ccc(OC)cc2c1NC(=O)CCN1CCC(C)CC1	-15.5	-17.3
COCCCNC(=O)c1cccs1	9.0	2.9
CC(C)(NO)/C(=N\O)c1ccccc1	1.7	5.8
CCCc1nc(SCC(=O)c2ccccc2)c2c(=O)n(C)c(=O)n(C)c2n1	7.6	2.3
O=C(NCc1cccnc1)c1ccc(=O)oc1	-6.7	-10.3
CCOC(=O)c1c(NCC(C)C)c2ccccc2[nH]c1=O	-0.1	-3.7
COc1ccc(-n2nc3c(c2NC(=O)C2CC2)CS(=O)C3)cc1 (stereo not drawn)	2.5	-5.2
CCCCN(C)C(=O)c1cn(CC)c2nc(C)ccc2c1=O	6.5	4.6
COc1ccc(CCNC(=S)Nc2cc(C)cc(C)c2)cc1	-5.3	21.3
CCC(C)(C)n1nnnc1C(c1ccccn1)N1CCN(c2cccc(OC)c2)CC1 (stereo not drawn)	2.7	-6.1
CC1CN(C2CCN(S(=O)(=O)c3ccc(F)cc3)CC2)CC(C)O1 (stereo not drawn)	7.2	-5.0
C=CCNC(=O)c1ccc(N(CC=C)S(C)(=O)=O)cc1	16.2	-1.9
Cc1ccc(/C(O)=C2/C(=O)C(=O)N(Cc3cccnc3)C2c2ccccn2)cc1 (stereo not drawn)	11.3	0.3
c1ccc(-c2noc(-c3cccnc3)n2)cc1	6.0	1.6
COc1ccc(N2CCN(C(=O)CSc3ncccc3-c3nc4ccccc4[nH]3)CC2)cc1	1.9	-6.8

In the list so far, five have an aryl methoxy group.
SMILES	FXIIa inh	FXIa inh
CCOC(=O)c1[nH]c2ccc(OC)cc2c1NC(=O)CCN1CCC(C)CC1	-15.5	-17.3
COc1ccc(-n2nc3c(c2NC(=O)C2CC2)CS(=O)C3)cc1 (stereo not drawn)	2.5	-5.2
COc1ccc(CCNC(=S)Nc2cc(C)cc(C)c2)cc1	-5.3	21.3
CCC(C)(C)n1nnnc1C(c1ccccn1)N1CCN(c2cccc(OC)c2)CC1 (stereo not drawn)	2.7	-6.1
COc1ccc(N2CCN(C(=O)CSc3ncccc3-c3nc4ccccc4[nH]3)CC2)cc1	1.9	-6.8

(next part)
SMILES	FXIIa inh	FXIa inh
CCOC(=O)C1CCCN(C(=O)Cc2ccc(Cl)cc2)C1 (stereo not drawn)	-7.6	22.1
CCCCN=C(N)/C(C(=O)OCC)=C(\O)c1ccc(OC)cc1	6.6	-0.8
COC(=O)C1=C(C)OC(N)=C(C#N)C1c1cccnc1 (stereo not drawn)	-11.8	14.5
COc1ccc(S(=O)(=O)Nc2ccc(Oc3ncccn3)c(Cl)c2)cc1	7.1	5.4
COc1ccc(S(=O)(=O)N2CCC(C(=O)NCc3ccccn3)CC2)cc1Cl	2.7	2.9
CN(C)c1cccc(C(=O)OCC(=O)NCC2CCCO2)c1 (stereo not drawn)	4.7	5.3
O=C(Nc1ccc2c(c1)OCO2)N1CCN(c2ncc(C(F)(F)F)cc2Cl)CC1	9.3	4.3
Cc1ccc(CNC(=O)c2cn(C)c(=O)c3c2c2ccccc2n3C)o1	7.8	30.1
COc1ccc(S(=O)(=O)Nc2ccc3oc(C)c(C(C)=O)c3c2)cc1	5.5	-9.8
CCn1cc(C(=O)N2CCc3ccccc32)c(=O)c2cc(S(=O)(=O)N3CCCCCC3)ccc21	-3.7	2.6
Cc1cc(C(=O)N2CCCC2C(=O)O)c(C)o1 (stereo not drawn)	-13.7	0.7
CN(CCOC(=O)c1cccc(Br)c1)C(C)(C)C	5.3	7.2
Cc1cc(=O)oc(C)c1C(=O)OCC(=O)c1ccc(Br)cc1	-13.9	4.8
CCc1cc(=O)oc2c(C)c(OCC(=O)N3CCCc4ccccc43)ccc12	4.1	12.3
CCOC(=O)C1=C(C)NC(C)=C(C(=O)OCC)C1C(=O)OCC(=O)N1CCc2ccccc21	1.6	-0.3

Nothing new here: two of the compounds above.
SMILES	FXIIa inh	FXIa inh
CN(CCOC(=O)c1cccc(Br)c1)C(C)(C)C	5.3	7.2
Cc1cc(=O)oc(C)c1C(=O)OCC(=O)c1ccc(Br)cc1	-13.9	4.8

The list goes on.
SMILES	FXIIa inh	FXIa inh
O=C(Nc1ccc(F)cc1F)c1ccc(COc2c(F)c(F)cc(F)c2F)o1	1.1	3.0
COc1ccc(C)cc1NC(=O)CN(C)S(=O)(=O)c1cccs1	5.9	-3.8
Cn1c(SCC(=O)N2CCCc3ccccc32)nnc1-c1ccccc1	-15.2	-3.0
COC(=O)c1ccccc1NC(=O)CN1CCC(NC(=O)c2ccc(C)cc2)CC1	-9.9	0.5
COc1cc2[nH]c(=O)n(CCCCCC(=O)N3CCN(c4ccccn4)CC3)c(=O)c2cc1OC	4.0	2.0
Cc1ccc(-n2c(CNc3ccc(F)cc3)nnc2SCC(=O)N2CCOCC2)cc1	0.7	-3.9
COc1ccc(CCNC(=O)CN2C(=O)c3ccccc3C2=O)cc1	3.4	1.6
O=C(CSc1nnc(-c2ccccc2)o1)Nn1cnnc1	5.2	-1.6
CCOC(=O)/C(C#N)=C\C1=C(N2CCCC2)CC(C)(C)OC1	6.8	-12.6
Cn1nc(OC(=O)Nc2ccc(Cl)cc2)cc1C(F)(F)F	-12.2	19.3
CCCc1ccc(-c2cc(N)n[nH]2)cc1	13.1	-1.6
Cc1ccc(C(=O)Nn2c(N)c(S(=O)(=O)c3ccc(C)cc3)c3nc4ccccc4nc32)cc1	-2.6	2.4
N/C(=N\c1nc2ccccc2o1)NC(=O)c1ccccc1	-7.5	0.3
Cc1nc(SCc2c(F)cccc2Cl)n[nH]1	-10.0	1.6
CCC1=Nc2cc(C(=O)NCCCOC(C)C)ccc2Sc2ccccc21	3.9	6.5
COc1cccc(C(=O)N(Cc2ccc3c(c2)OCO3)Cc2nc3ccccc3c(=O)[nH]2)c1	4.7	-6.1
CC(Oc1ccccc1)C(=O)Nc1ccc(C(N)=O)cc1 (stereo not drawn)	5.7	0.6
CN1CCN(CCCN2c3ccccc3Sc3ccc(Cl)cc32)CC1	1.2	-0.2
CCCNCC(O)COc1ccccc1C(=O)CCc1ccccc1 (stereo not drawn)	2.7	6.6
CCCc1nnc(SCC(=O)N2CCCCC2C)n1CC1CCCO1 (stereo not drawn)	7.0	6.3
CN1CC=C2C(C#N)=C(N)C(C#N)(C#N)C(c3ccsc3)C2C1 (stereo not drawn)	-17.5	-15.1
CCCNC(=O)NCc1ccc(N2CCCC2=O)cc1	0.2	-4.9
Cn1c(=O)[nH]c(=O)c2c1nc(CN1CCN(c3ccc(F)cc3)CC1)n2CCc1ccccc1	9.7	2.8
CCOC(=O)N1CCN(S(=O)(=O)c2ccc(OC)c3ccccc23)CC1	5.0	2.2
COc1ccccc1C(=O)Nc1ccc2c(c1)OCO2	8.4	3.6
O=C(Cc1c[nH]c2ccccc12)OCC(=O)c1ccccc1	9.0	2.6
CC1(C(=O)CSc2ncn[nH]2)CCC(=O)O1 (stereo not drawn)	8.6	1.1
Cc1ccc(NCc2cccnc2)cc1	-9.3	-2.7
COC(=O)c1cccc(N(C(=O)CNC(=O)c2ccco2)C(C(=O)NC2CCCC2)c2ccco2)c1 (stereo not drawn)	0.2	2.5
COCCCNC(=O)CN(Cc1ccc(Cl)cc1)S(C)(=O)=O	6.3	5.4
COc1ccc(CNc2nc3ccccc3n2CCN2CCOCC2)cc1	6.0	3.4
CN(Cc1ccccc1)C(=O)CCSc1nc(-c2ccc3c(c2)OCO3)cc(C(F)(F)F)n1	-12.9	-6.8
COc1cccc(OC)c1C(=O)Nc1ccc(S(=O)(=O)Nc2cc(C)nc(C)n2)cc1	3.2	2.7
O=C/C(=C\Nc1ccccn1)c1nc2ccccc2o1	25.8	-0.1
Cc1cc(-n2c(SCC(=O)NCc3cccs3)nc3n[nH]c(C)c3c2=N)ccc1Cl	5.4	-3.9
COc1ccc(-n2nnnc2SCC(=O)N2CCCc3ccccc32)cc1OC	4.0	-3.3
COc1ccccc1NC(=O)CN1CCN(c2ccccn2)CC1	1.1	-4.3
O=C(O)c1ccccc1O	-10.3	-12.9
Cc1ccc(-c2nnc(N(C)C(=O)C3CCCO3)s2)cn1 (stereo not drawn)	6.0	-2.1
CCOC(=O)N1CCN(C(=O)c2nc3ccccc3s2)CC1	3.4	4.7
CN(C)c1ccc(-c2nnc(-c3ccc(S(=O)(=O)C(F)F)cc3)o2)cc1	0.6	5.6
O=C(C(c1ccccc1)N1CCOCC1)N1CCOCC1 (stereo not drawn)	3.2	-3.1
O=C(Cn1cnc2ccccc2c1=O)N1CCN(c2ccccc2)CC1	3.2	-7.0
COc1ccc(NC(=O)C2CCC(C)(C(=O)O)C2(C)C)cc1 (stereo not drawn)	5.4	5.7
Cc1ccccc1C(=O)N1CCC(C(=O)Nc2ccc3c(c2)OCCO3)CC1	-9.3	-9.0
COC(=O)C1=C(C)NC(=O)C1(Nc1nccs1)C(F)(F)F (stereo not drawn)	3.0	-2.2
N#CCN1CCN(CC(=O)Nc2ccc(OCc3ccccc3)cc2)CC1	-17.2	32.4
CC1(C)CNC(=O)C=C(c2ccccc2)C1	7.8	4.9
COc1ccc(S(=O)(=O)Oc2ccc3c(c2)O/C(=C\c2cccnc2)C3=O)cc1	6.4	-7.3
O=C(Nc1ccc(Cl)cc1)Nc1ccc(N2CCOCC2)cc1	7.7	3.7
CC(=O)Nc1ccc(S(=O)(=O)N2CCN(CC(=O)NC3CCCC3)CC2)cc1	7.6	-4.4
O=C(NCc1ccc2c(c1)OCO2)c1ccc(CN2CCc3ccccc3C2)cc1	4.4	4.1
Cc1onc(-c2c(Cl)cccc2Cl)c1C(=O)Nc1ccc2c(c1)OCCO2	3.3	-2.9
Cn1c(Cc2ccccc2)nnc1SCC(=O)Nc1ccccc1N1CCOCC1	0.5	-3.7
O=C(Nc1ccc(N2CCOCC2)c(Cl)c1)c1cc2ccccc2o1	2.9	5.8
CC1=NOC(=O)/C1=C\c1ccc(-c2cc(Cl)ccc2Cl)o1	10.7	7.1
CN(C)CC/C=C1/c2ccccc2Sc2c(O)cc(Cl)cc21	-15.1	3.0
CCOc1ccc(NC(=O)CN2CCN(C3c4ccccc4-c4ccccc43)CC2)cc1	5.0	-2.2
COc1ccc(Nc2oc(-c3ccc(Cl)cc3)nc2C#N)cc1	-15.7	-12.3
O=C(CSc1ccc(Cl)cc1)c1ccco1	-10.1	1.5

Later entries:
SMILES	FXIIa inh	FXIa inh
Cc1ccc(C)n1-c1sccc1C(=O)O	-6.5	1.7
CC(=O)C1=C(C)NC(SCC(N)=O)=C(C#N)C1c1sccc1C (stereo not drawn)	-9.6	-13.6
Cn1c(-c2c(N)n(CCc3ccccc3)c3nc4ccccc4nc23)nc2ccccc21	-0.5	3.3
NCCCN1CCOCC1	1.4	-9.1
Cc1cc(NC(=O)c2oc3ccccc3c2C)ccc1-n1cnnn1	6.7	-2.1
O=C(NCCc1ccccc1)C(=O)NCC1CCCO1 (stereo not drawn)	-8.0	19.9
CCS(=O)(=O)N1CCN(Cc2nc3ccccc3c(=O)[nH]2)CC1	-14.5	-2.8
Cc1c(CCOC(=O)C2C3CC4CC(C3)CC2C4)sc[n+]1CC(=O)c1ccc(Br)cc1 (stereo not drawn)	-0.8	1.6
CCCCCCCCN1C(=O)C(O)=C(C(C)=O)C1c1ccccn1 (stereo not drawn)	5.6	8.3
COc1cc(OC)c(NC(=O)CCc2nc(-c3cccs3)no2)cc1Cl	2.4	-0.2
CCOc1ccc2nc(NC(NC(=O)CC)(C(=O)OC)C(F)(F)F)sc2c1 (stereo not drawn)	22.2	0.7

Given field by field: part of the list above
CCS(=O)(=O)N1CCN(Cc2nc3ccccc3c(=O)[nH]2)CC1
  FXIIa inh = -14.5; FXIa inh = -2.8

Cc1c(CCOC(=O)C2C3CC4CC(C3)CC2C4)sc[n+]1CC(=O)c1ccc(Br)cc1 (stereo not drawn)
  FXIIa inh = -0.8; FXIa inh = 1.6

CCCCCCCCN1C(=O)C(O)=C(C(C)=O)C1c1ccccn1 (stereo not drawn)
  FXIIa inh = 5.6; FXIa inh = 8.3

COc1cc(OC)c(NC(=O)CCc2nc(-c3cccs3)no2)cc1Cl
  FXIIa inh = 2.4; FXIa inh = -0.2
